SV40 large T antigen: TAg ATPase/helicase activity blockers – biochemical (AID 1903); 310,000 tested, 0.39% active; one-dose inhibition, % at 20 µM; IC50 in µM for titrated hits; SV40 large T antigen ATPase/helicase inhibition assay; higher % means a stronger effect; in the data active = a potency from the dose series; also: strong numbers were not always called active
human PMI inhibition: MPI enzyme activity inhibition – biochemical, fluorescence intensity, coupled assay, primary screen (AID 1209); purified PMI enzyme, coupled fluorescence intensity; higher % means a stronger effect; one-dose inhibition, % at 20 µM; IC50 in µM for titrated hits; 190,000 tested, 0.42% active;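 also: plate controls were DMSO vehicle for no effect and wells lacking substrate for full effect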
West Nile virus CPE: inhibition of WNV-induced cytopathic effect – cell-based, CPE readout (AID 1621) | West Nile virus-infected cells, CPE inhibition; higher % means a stronger effect | CPE inhibition, % at 10 µM, or IC50 in µM where a hit was titrated | 290,000 tested, 0.02% active; in the data active = a potency from the dose series; also: strong numbers were not always called active
ER stress rescue: protection against thapsigargin-triggered cell killing – 384-well, CSM14.1, ATP luminescence, primary screen (AID 1222) | 190,000 tested, under 10 active | CSM14.1 thapsigargin-induced death rescue, ATP luminescence; higher % means a stronger effect | one-dose cellular ATP content (survival), % at 20 µM; EC50 in µM for titrated hits;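 active = EC50 below 50 µM in the dose-response confirmation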;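 also: death triggered by thapsigargin at about 15 µM added after 2 h compound pretreatment; cell ATP read after overnight thapsigargin exposure of roughly 18 to 22 hours; normalized against plate controls of thapsigargin alone and 5% DMSO vehicle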
Insulin prom up: MIN6 insulin promoter up-regulation; z-score at 5 µM; 190,000 tested, 0.3% active; AID 1625; MIN6 insulin promoter-GFP reporter, high-content imaging; stronger effect = higher value;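 active = z-score above 3 at 5 µM with at least 500 cells counted in the well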
RSV antiviral HEp-2: inhibition of RSV-induced cytopathic effect – HEp-2 cells, primary 10 µM value included (AID 2391); HEp-2 cells, RSV-induced CPE inhibition; higher % means a stronger effect; one-dose CPE inhibition, % at 10 µM; IC50 in µM for titrated hits; 310,000 tested, 0.13% active; in the data active = a potency from the dose series; also: strong numbers were not always called active
TNAP activation fold: stimulation of alkaline phosphatase TNAP activity – biochemical, luminescent, no phosphate acceptor, uHTS, primary screen (AID 1001). purified TNAP, luminescent activation assay, no phosphate acceptor; higher activation fold means a stronger effect. one-dose activation fold at 20 µM; EC50 in µM for titrated hits. 200,000 tested, 0.03% active; in the data active = activation fold from about 3, or a potency from the dose series; inactive = the rest, 99 in 100 with activation fold below about 1.6; also: many of its hits are not listed in these tables
Salmonella PhoP GFP: inhibitors of PhoP regulon expression, primary screen, Salmonella Typhimurium, GFP reporter (AID 1863); inhibition, % at 50 µM, or IC50 in µM where a hit was titrated; S. Typhimurium PhoP-regulated promoter GFP reporter, 4 h; higher % means a stronger effect; 300,000 tested, 0.16% active;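 active = inhibition over 29.93%, a cutoff 3 SD above the screen mean, later confirmed by dose response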;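 also: 0% = low Mg2+ inducing control and 100% = high Mg2+ repressing control; strong numbers were not always called active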
human PMI inhibitors: human PMI inhibitors, high substrate, primary screen, biochemical, fluorescence intensity, high mannose 6-phosphate (AID 1220). recombinant PMI enzyme, coupled fluorescence intensity; higher % means a stronger effect. inhibition, % at 20 µM, or IC50 in µM where a hit was titrated. 190,000 tested, 0.66% active
Insulin prom up cell count: further read-out of Insulin prom up, marked with its call; cell count; measured here: cytotoxicity, nuclei count;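 total cells summed across four imaged fields per well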
An asterisk follows results filed as active. Rule as the data show it, unless noted: active = inhibition above about 50%; inactive = the rest.

What do the screens show for `CC(C)(C)NC(=O)COC(=O)c1ccc(S(=O)(=O)N2CCCC2)cc1`?
SV40 large T antigen: 8%; human PMI inhibition: -12%; West Nile virus CPE: 0.3%; ER stress rescue: -0.9%; Insulin prom up: 1.2; RSV antiviral HEp-2: 2.6%; TNAP activation fold: 1; Salmonella PhoP GFP: -1%; human PMI inhibitors: -9%; Insulin prom up cell count: 1358

How did CC(=O)C1C(c2ccc(C)cc2)c2c(noc2C)CC1(C)O (centres undefined) do in these assays?
SV40 large T antigen: -7%; human PMI inhibition: 3%; West Nile virus CPE: 0.5%; ER stress rescue: 0.2%; RSV antiviral HEp-2: 4.4%; TNAP activation fold: 1; Salmonella PhoP GFP: -4%; human PMI inhibitors: 1%

How did Cc1ccc(-c2nnn(CC(=O)NCCc3ccc4c(c3)OCO4)n2)cc1 do in these assays?
SV40 large T antigen: 11%; human PMI inhibition: -11%; West Nile virus CPE: 0.6%; ER stress rescue: -0.5%; Insulin prom up: -0.53; RSV antiviral HEp-2: 0.2%; TNAP activation fold: 1.1; Salmonella PhoP GFP: 4%; human PMI inhibitors: -1%; Insulin prom up cell count: 1457

Results for COc1ccc(NC(=O)C(C)NS(=O)(=O)c2ccccc2)cc1Cl (centres undefined) ?
SV40 large T antigen: 8%; human PMI inhibition: 13%; West Nile virus CPE: 0.0%; Insulin prom up: 0.15; RSV antiviral HEp-2: -0.2%; TNAP activation fold: 1.1; Salmonella PhoP GFP: -3%; human PMI inhibitors: 13%; Insulin prom up cell count: 1177

How did Cc1cc(C)c(N(C(=O)c2csnn2)C(C(=O)NC(C)(C)C)c2ccncc2)c(C)c1 (centres undefined) do in these assays?
SV40 large T antigen: -1%; human PMI inhibition: 18%; West Nile virus CPE: -0.9%; ER stress rescue: 1.0%; RSV antiviral HEp-2: 0.6%; TNAP activation fold: 1.1; Salmonella PhoP GFP: 6%; human PMI inhibitors: 10%

Results for Cc1ccc(C)c(NC(=O)c2ccc(S(=O)(=O)C(F)F)cc2)c1 ?
SV40 large T antigen: 9%; human PMI inhibition: 3%; West Nile virus CPE: -0.6%; ER stress rescue: -0.2%; Insulin prom up: -0.11; RSV antiviral HEp-2: 1.6%; TNAP activation fold: 0.9; Salmonella PhoP GFP: 2%; human PMI inhibitors: 2%; Insulin prom up cell count: 1519

How did CCOC(=O)CSc1nnc(Cc2ccccc2)n1-c1cccc(Cl)c1 do in these assays?
SV40 large T antigen: 9%; human PMI inhibition: -3%; West Nile virus CPE: 0.4%; ER stress rescue: 4.0%; Insulin prom up: 0.15; RSV antiviral HEp-2: 0.5%; TNAP activation fold: 1.1; Salmonella PhoP GFP: -9%; human PMI inhibitors: -1%; Insulin prom up cell count: 1572

How did CCNC(=S)Nc1ccc2ncoc2c1 do in these assays?
SV40 large T antigen: 35%; human PMI inhibition: -6%; West Nile virus CPE: 0.3%; ER stress rescue: 0.0%; RSV antiviral HEp-2: 1.3%; TNAP activation fold: 1.1; Salmonella PhoP GFP: -1%; human PMI inhibitors: 5%

What do the screens show for `CCOc1ccc(NC(=O)C2CCC(CNc3c(N4CCC(C)CC4)c(=O)c3=O)CC2)cc1` (centres undefined)?
SV40 large T antigen: 4%; West Nile virus CPE: -0.2%; Insulin prom up: -0.04; RSV antiviral HEp-2: -1.1%; Salmonella PhoP GFP: 3%; Insulin prom up cell count: 1498

How did Brc1ccc(CSc2ccc(-c3ccco3)nn2)cc1 do in these assays?
SV40 large T antigen: 18%; human PMI inhibition: 3%; West Nile virus CPE: -0.1%; ER stress rescue: 0.2%; Insulin prom up: -0.93; RSV antiviral HEp-2: 2.2%; TNAP activation fold: 1; Salmonella PhoP GFP: 7%; human PMI inhibitors: -21%; Insulin prom up cell count: 1115

Results for CCOC(=O)Nc1ccc(Oc2ccccc2)cc1 ?
SV40 large T antigen: 1%; human PMI inhibition: 8%; West Nile virus CPE: 1.6%; ER stress rescue: -2.9%; RSV antiviral HEp-2: 6.7%; TNAP activation fold: 1.1; Salmonella PhoP GFP: -2%; human PMI inhibitors: 5%

Results for COc1ccc(Nc2nc3c(C)cccn3c(=O)c2C=NCc2ccccc2)cc1 ?
SV40 large T antigen: 8%; human PMI inhibition: -9%; West Nile virus CPE: -0.3%; Insulin prom up: 0.68; RSV antiviral HEp-2: -0.1%; TNAP activation fold: 1; Salmonella PhoP GFP: -5%; human PMI inhibitors: -4%; Insulin prom up cell count: 1168

Results for CC(=O)c1ccc(OCc2cc([N+](=O)[O-])cc3c2OCOC3)cc1 ?
SV40 large T antigen: 9%; human PMI inhibition: 0%; West Nile virus CPE: -0.3%; ER stress rescue: 2.9%; Insulin prom up: -0.21; RSV antiviral HEp-2: -0.6%; TNAP activation fold: 1.1; Salmonella PhoP GFP: 6%; human PMI inhibitors: -6%; Insulin prom up cell count: 1585

Results for CCOC(=O)c1ccc(NC(=O)c2nccnc2C(=O)O)cc1 ?
SV40 large T antigen: -3%; human PMI inhibition: -13%; West Nile virus CPE: 0.2%; ER stress rescue: 0.0%; Insulin prom up: 0.88; RSV antiviral HEp-2: 1.4%; TNAP activation fold: 1.1; Salmonella PhoP GFP: 11%; human PMI inhibitors: -13%; Insulin prom up cell count: 978

How did CCCCCNC(=O)CCc1ccccc1 do in these assays?
SV40 large T antigen: 4%; human PMI inhibition: -14%; West Nile virus CPE: 0.2%; ER stress rescue: -0.6%; RSV antiviral HEp-2: 2.3%; TNAP activation fold: 1.1; Salmonella PhoP GFP: -4%; human PMI inhibitors: -9%

What do the screens show for `COc1ccc(NC(=O)Nc2ccc3c(c2)OCO3)c(C)c1`?
SV40 large T antigen: -1%; West Nile virus CPE: 0.5%; RSV antiviral HEp-2: 0.9%; Salmonella PhoP GFP: -10%

How did CCN(CC)CCCNc1nc2ccccc2[nH]1 do in these assays?
SV40 large T antigen: 20%; human PMI inhibition: 16%; West Nile virus CPE: -0.1%; ER stress rescue: -0.3%; Insulin prom up: 0.99; RSV antiviral HEp-2: 2.7%; TNAP activation fold: 1.1; Salmonella PhoP GFP: 4%; human PMI inhibitors: 13%; Insulin prom up cell count: 1918

How did Cc1ccccc1-n1nnnc1SC(C)C(=O)Nc1ccc(N2CCN(C)CC2)cc1 (centres undefined) do in these assays?
SV40 large T antigen: 11%; West Nile virus CPE: 0.0%; RSV antiviral HEp-2: -0.4%; Salmonella PhoP GFP: -4%

Results for Clc1ccccc1-c1ncc2ccccn12 ?
SV40 large T antigen: 8%; human PMI inhibition: -4%; West Nile virus CPE: 0.8%; Insulin prom up: -0.44; RSV antiviral HEp-2: 0.9%; TNAP activation fold: 1; Salmonella PhoP GFP: -8%; human PMI inhibitors: 0%; Insulin prom up cell count: 1226

Results for Cc1ccc(CNC(=O)c2cn(C)c3ccc(S(=O)(=O)N4CCOCC4)cc3c2=O)cc1 ?
SV40 large T antigen: 6%; West Nile virus CPE: 0.2%; RSV antiviral HEp-2: 5.0%; Salmonella PhoP GFP: -13%

What do the screens show for `CCOc1ccc(S(=O)(=O)NCCCn2ccnc2)cc1`?
SV40 large T antigen: 9%; West Nile virus CPE: -2.1%; RSV antiviral HEp-2: 15%; Salmonella PhoP GFP: 1%

What do the screens show for `CCn1nnnc1SCC(=O)Nc1ccc(OC)cc1`?
SV40 large T antigen: 2%; human PMI inhibition: 3%; West Nile virus CPE: -0.7%; ER stress rescue: -0.1%; Insulin prom up: 0.38; RSV antiviral HEp-2: 0.2%; TNAP activation fold: 1.1; Salmonella PhoP GFP: 3%; human PMI inhibitors: 4%; Insulin prom up cell count: 1245

Results for NC(=O)Cn1c(=O)n(CCCC(=O)NC2CCN(Cc3ccccc3)CC2)c(=O)c2ccccc21 ?
SV40 large T antigen: 21%; human PMI inhibition: -2%; West Nile virus CPE: 0.0%; ER stress rescue: -0.7%; Insulin prom up: -0.09; RSV antiviral HEp-2: 0.5%; TNAP activation fold: 1.2; Salmonella PhoP GFP: -4%; human PMI inhibitors: -4%; Insulin prom up cell count: 883

How did O=C(NCC1CCN(Cc2cccc(Cl)c2)CC1)C1CCCN(c2ncnc3c2nc2n3CCCCC2)C1 (centres undefined) do in these assays?
SV40 large T antigen: 6%; West Nile virus CPE: -0.1%; RSV antiviral HEp-2: 0.4%; Salmonella PhoP GFP: 4%

What do the screens show for `CN(Cc1cn(C)nc1-c1ccccc1F)C1CCOC1` (centres undefined)?
human PMI inhibition: -5%; West Nile virus CPE: 0.9%; ER stress rescue: 0.7%; Insulin prom up: -0.33; RSV antiviral HEp-2: 1.3%; TNAP activation fold: 1; human PMI inhibitors: 4%; Insulin prom up cell count: 1465

How did Cc1ccc(CSc2nnc([C@@H]3CCCN3C(=O)OC(C)(C)C)o2)cc1 do in these assays?
SV40 large T antigen: 6%; West Nile virus CPE: -0.9%; Insulin prom up: -0.16; Salmonella PhoP GFP: 3%; Insulin prom up cell count: 1166

Results for O=C(COC(=O)c1ccc([N+](=O)[O-])s1)Nc1cccc(S(=O)(=O)NC2=NCCCCC2)c1 ?
West Nile virus CPE: 1.1%; Insulin prom up: 0.17; RSV antiviral HEp-2: 1.6%; Salmonella PhoP GFP: -14%; Insulin prom up cell count: 1063

What do the screens show for `O=c1cnn(-c2ccc(Cl)cc2Cl)c(-c2ccccc2)c1`?
SV40 large T antigen: 14%; human PMI inhibition: 2%; ER stress rescue: 0.7%; Insulin prom up: -0.34; RSV antiviral HEp-2: 14%; TNAP activation fold: 1; Salmonella PhoP GFP: 7%; human PMI inhibitors: -2%; Insulin prom up cell count: 996

How did O=[N+]([O-])c1ccc(NC(=S)NCCc2ccccc2)cc1 do in these assays?
SV40 large T antigen: 22%; human PMI inhibition: -4%; West Nile virus CPE: -2.0%; ER stress rescue: 2.7%; Insulin prom up: 0.8; RSV antiviral HEp-2: 9.9%; TNAP activation fold: 0.9; Salmonella PhoP GFP: 6%; human PMI inhibitors: -6%; Insulin prom up cell count: 1279

Results for COc1ccc2c(c1)c(/C=N/Nc1ccc(C(=O)O)cc1)c(C)n2C ?
SV40 large T antigen: 38%; West Nile virus CPE: 0.1%; Insulin prom up: -0.78; RSV antiviral HEp-2: -0.4%; Salmonella PhoP GFP: -15%; Insulin prom up cell count: 1068

How did COc1cccc(NC(=O)CSc2ccc3nnc(-c4ccccn4)n3n2)c1 do in these assays?
SV40 large T antigen: 8%; West Nile virus CPE: -0.2%; RSV antiviral HEp-2: 2.3%; Salmonella PhoP GFP: -3%

Looked up by compound from the entries so far, 3 records:
Results for O=C(COC(=O)c1ccc([N+](=O)[O-])s1)Nc1cccc(S(=O)(=O)NC2=NCCCCC2)c1 ?
West Nile virus CPE: 1.1%; Insulin prom up: 0.17; RSV antiviral HEp-2: 1.6%; Salmonella PhoP GFP: -14%; Insulin prom up cell count: 1063

How did O=C(NCC1CCN(Cc2cccc(Cl)c2)CC1)C1CCCN(c2ncnc3c2nc2n3CCCCC2)C1 (centres undefined) do in these assays?
SV40 large T antigen: 6%; West Nile virus CPE: -0.1%; RSV antiviral HEp-2: 0.4%; Salmonella PhoP GFP: 4%

How did O=[N+]([O-])c1ccc(NC(=S)NCCc2ccccc2)cc1 do in these assays?
SV40 large T antigen: 22%; human PMI inhibition: -4%; West Nile virus CPE: -2.0%; ER stress rescue: 2.7%; Insulin prom up: 0.8; RSV antiviral HEp-2: 9.9%; TNAP activation fold: 0.9; Salmonella PhoP GFP: 6%; human PMI inhibitors: -6%; Insulin prom up cell count: 1279

Screens deposited in PubChem by several laboratories.
